POLK inh = DNA polymerase kappa (human) inhibition; Q9UBT6; purified Pol kappa, fluorescent DNA synthesis assay, 10 min; Potency, µM (doses to about 107 µM), for the others: at the top dose activity, negative = inhibition, most hits filed as inhibitors; hit rate 0.53% among 400,000; also: potency is read from the fitted curve at half-maximal effect; % is scaled to controls: 0 for no effect and ±100 for the full control effect
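Kinetic fluorescence screen: compound preincubated 15 min RT with 10 nM enzyme; 50 nM substrate (final) initiates; reads at 0/10 min.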
APE1 inh = inhibitors of human APE1 endonuclease; P27695; hit rate 0.35% among 350,000; recombinant APE1, TAMRA/BHQ-2 abasic DNA cleavage fluorescence; AID 2517; Potency, µM (doses to about 65.8 µM), inactives show top-dose activity change, negative = inhibition, actives largely listed as inhibitors;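 also: potency is read from the fitted curve at half-maximal effect; plate controls were vehicle for no effect and reference inhibitor for full effect; nearly all actives have a fitted effect of over 55% in size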
Target sequence (P27695 whole entry, looked up): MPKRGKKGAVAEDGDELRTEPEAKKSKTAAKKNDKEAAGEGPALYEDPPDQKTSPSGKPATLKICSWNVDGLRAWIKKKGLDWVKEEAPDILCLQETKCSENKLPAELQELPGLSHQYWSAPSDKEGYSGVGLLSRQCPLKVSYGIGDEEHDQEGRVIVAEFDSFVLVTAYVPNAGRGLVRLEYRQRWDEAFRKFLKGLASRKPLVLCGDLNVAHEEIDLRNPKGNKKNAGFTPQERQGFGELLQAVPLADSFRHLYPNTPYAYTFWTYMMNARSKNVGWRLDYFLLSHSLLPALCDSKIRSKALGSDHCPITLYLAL
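Compound pre-exposure to 0.75 nM APE1, 15 min at ambient temperature. Reaction initiated with 50 nM TAMRA/BHQ-2 THF substrate, read immediately in kinetic mode, 525 nm excitation, 598 nm emission.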
Apoferritin bind = binds horse apoferritin like a general anesthetic; apoferritin/1-aminoanthracene competitive binding, fluorescence; Potency, µM (series often up to 77.5 µM), for inactives: at the top dose activity change, negative = displacement, actives largely listed as inhibitors; P02791; AID 485281; hit rate 0.074% among 350,000; also: potency is read from the fitted curve at half-maximal effect; % is scaled to controls: 0 for no effect and ±100 for the full control effect; nearly all actives have a fitted effect of over 20% in size
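Concentration-response curves derived by four-parameter Hill fitting of normalized fluorescence, where compounds displaced 1-AMA from 10 uM horse apoferritin following a brief 10 min room-temperature incubation; propofol titration acted as positive control.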
POLH inh = blocks human DNA polymerase eta activity; recombinant Pol eta, fluorescent DNA replication assay; Potency, µM (series often up to 114 µM), for the others: top-dose activity change, negative = inhibition, hits mostly inhibitors; hit rate 1.2% among 390,000; AID 588591; also: potency is read from the fitted curve at half-maximal effect; % is scaled to controls: 0 for no effect and ±100 for the full control effect
Target sequence (Q9Y253 whole entry, looked up): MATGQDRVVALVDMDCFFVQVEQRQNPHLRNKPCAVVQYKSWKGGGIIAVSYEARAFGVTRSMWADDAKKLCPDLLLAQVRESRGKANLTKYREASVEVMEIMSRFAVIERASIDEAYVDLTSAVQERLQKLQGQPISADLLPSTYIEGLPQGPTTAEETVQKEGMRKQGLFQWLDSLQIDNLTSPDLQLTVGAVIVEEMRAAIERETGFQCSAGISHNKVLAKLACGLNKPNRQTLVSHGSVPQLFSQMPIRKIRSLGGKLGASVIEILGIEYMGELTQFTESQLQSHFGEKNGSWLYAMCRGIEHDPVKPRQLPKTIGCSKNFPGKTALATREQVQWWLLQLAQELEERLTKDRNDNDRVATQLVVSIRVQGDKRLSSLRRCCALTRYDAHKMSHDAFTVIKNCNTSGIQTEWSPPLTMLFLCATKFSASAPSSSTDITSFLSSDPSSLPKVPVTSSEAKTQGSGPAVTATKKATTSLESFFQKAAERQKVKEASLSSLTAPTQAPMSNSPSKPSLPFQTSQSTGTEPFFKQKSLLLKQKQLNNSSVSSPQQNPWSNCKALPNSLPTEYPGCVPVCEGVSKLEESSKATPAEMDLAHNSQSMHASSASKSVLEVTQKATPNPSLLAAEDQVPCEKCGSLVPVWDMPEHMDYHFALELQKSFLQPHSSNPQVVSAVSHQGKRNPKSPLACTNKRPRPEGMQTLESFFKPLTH
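Pol eta at 10 nM preincubated with compounds 15 min at room temperature; reaction started with fluorescent substrate (50 nM final) and read kinetically at 0 and 10 min.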
RGS4 inhibitor = human RGS4 inhibition. P49798. Transcreener GDP fluorescence polarization, RGS4-accelerated GTP hydrolysis. Potency, µM (titrated, usually from 114 µM), inactives show at the top dose activity change, negative = inhibition, actives largely listed as inhibitors. hit rate 0.039% among 390,000; also: potency is read from the fitted curve at half-maximal effect; % is scaled to controls: 0 for no effect and ±100 for the full control effect; nearly all actives have a fitted effect of over 75% in size; some results filed as inactive show a strong effect at the top dose
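MLSMR compounds (23 nl, pin-transferred) preincubated 10 min at room temperature with a 500nM (2x) first reagent, then RGS4 at 900nM (2x) plus Transcreener GDP mix added; fluorescence polarization (620/688 nm) read before and after 90 min at 30 °C.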
ERG Ets-DNA blk = blocks human ERG Ets domain binding to DNA. P11308. fluorescence polarization, His-ERG Ets domain / labelled DNA. Potency, µM (highest dose often 76.9 µM), for inactives: at the highest dose FP activity, negative = inhibition, most hits filed as inhibitors. hit rate 0.028% among 370,000. AID 624246; active = well fitted inhibition curve with a large enough effect in the polarisation, with a control signal flat; inconclusive = small, poorly fitted or top-dose-only effect, or effect the other way, or a change in a side signal; inactive = no such curve, though single readings can be large or run the other way; the % refers to the polarisation;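 also: polarization taken with two DNA probes labelled with fluorescein and Texas red; potency is read from the fitted curve at half-maximal effect; % of control where 0% means no effect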
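His-tagged ERG Ets domain (1 uM in the protein solution; 300mM KCl, 50mM Tris-HCl, 1mM EDTA, 1mM DTT, pH 7.5) received compound, then a probe mix of 5 nM fluorescein-DNA and 100nM Texas-615-DNA. Fluorescence polarization was read for both dyes.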
Pol beta inh = DNA polymerase beta (human) inhibition; Potency, µM (top dose mostly 114 µM), for inactives: top-dose activity change, negative = inhibition, actives largely listed as inhibitors; AID 485314; hit rate 1.3% among 340,000; Pol beta primer extension/strand displacement, fluorescence kinetic; P06746; also: potency is read from the fitted curve at half-maximal effect; % is scaled to controls: 0 for no effect and ±100 for the full control effect
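Kinetic readout of DNA synthesis with strand displacement by Pol beta. Compound and 10 nM enzyme sit 15 min at room temperature; 50 nM substrate starts the reaction, read immediately and at 10 min.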
LDHA block = LDHA (human) enzyme inhibition. P00338. purified LDHA, NADH/diaphorase-resazurin fluorescence; hits give low values. activity change, % (values are at about 110 or 230 µM). hit rate 0.15% among 480,000. AID 1347041; in the data active = activity change below about -30%; inconclusive = mostly about -25% to -30%;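 also: plate controls were DMSO wells for no effect and wells without enzyme for full effect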
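Human LDH5 (2 nM) was incubated with 0.06 mM NADH and 0.2 mM pyruvate for 5 min at room temperature in Tris pH 7.4. Remaining NADH was coupled through diaphorase/resazurin, and resorufin fluorescence was read at 0 and 20 min.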
12-LOX inh = ALOX12 (human) lipoxygenase inhibition | hit rate 1.1% among 580,000 | P18054 | Potency, µM (doses to about 108 µM), without a hit: at the highest dose activity change, negative = inhibition, actives largely listed as inhibitors | purified 12hLO, xylenol orange hydroperoxide absorbance; also: potency is read from the fitted curve at half-maximal effect; % is scaled to controls: 0 for no effect and ±100 for the full control effect
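Purified human 12hLO (150 nM final) in 25 mM Hepes, 0.01% Triton X-100, pH 7.0 was preincubated 15 min at room temperature with compound. Then 40 uM arachidonic acid was added, 30 min. Hydroperoxide was read by Fe-XO absorbance ratio 573/405 nm.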
Active calls of the source: *; i = inactive; ? = inconclusive; . = no result given; & = joins results of further samples; [ ] = remark or other dose. Unless noted, calls follow the shape of the dose curve; as a rule, active = well fitted curve in the direction sought with a large enough effect; inconclusive = small, poorly fitted or top-dose-only effect, or another doubt; inactive = no such curve, though single readings can be large; an effect the other way counts as inactive or inconclusive.

SMILES	POLK inh	APE1 inh	Apoferritin bind	POLH inh	RGS4 inhibitor	ERG Ets-DNA blk	Pol beta inh	LDHA block	12-LOX inh
Cc1nn(Cc2ccccc2)c(Cl)c1/C=C/C(=O)OC(C(=O)NC(N)=O)C(C)C (centres undefined)	0%	0%	-16%	-7%	2%	-4%	-1%	-15	-20%
CCCOc1ccc(C2c3c(-c4ccccc4O)n[nH]c3C(=O)N2CCc2ccccc2)cc1OCC (centres undefined)	0%	.	-7%	-9%	3%	?	-9%	-17	1%
C=CCNC1=C(Cl)C(=O)N(c2cccc(Cl)c2Cl)C1=O	-2%	-2%	-11%	4%	-47%	13%	7%	-4	?
CCCOc1ccc(/C(O)=C2/C(=O)C(=O)N(CCCOC)C2c2ccncc2)cc1 (centres undefined)	-7%	-6%	2%	-3%	-31%	1%	-7%	-1	?
O=C(CCN1CCCCC1)Nc1cccc(Cl)c1	-8%	14%	-4%	-17%	7%[11.4 µM]	-7%	20%	-8	2%
CCCCn1c(=N)n(CCOc2ccc(C)cc2)c2ccccc21	-4%	-3%	-15%	-15%	12%	-3%	-3%	-9	-19%
COc1ccc(NC(=O)c2ccc3ccccc3n2)cc1S(=O)(=O)Nc1ccccc1Cl	4%	-2%	-14%	-16%	-19%	7%	21%	2	-10%
CCCc1cc(=O)[nH]c(SCC(=O)c2cc(C)n(CCC)c2C)n1	-6%	-8%	?	-13%	-10%	-6%	-9%	-3	-9%
COc1cccc(CNC(=O)c2ccc3c(c2)c(C)c(C)n3Cc2ccccc2)c1OC	0%	.	38%[activator]	-5%	6%	-4%	-8%	-1	-1%
CC1CC(C)CN(c2oc(-c3ccco3)nc2C#N)C1 (centres undefined)	-6%	3%	6%	-3%	14%	15%	26%	-5	-17%
CCN(C(=O)COC(=O)CNC(=O)c1sc2ccccc2c1Cl)C1CCCCC1	-6%	43%	.	-17%	-23%	-1%	.	-1	-7%
CC(C)CN1CCC(=O)N(CCOc2ccccc2)CC1	-1%&1%	-2%	-8%	-4%	10%	4%	65%	-5	.
Oc1ccc(N=Cc2sc3ccccc3c2Cl)cc1	-2%	?	?	-20%	?	?	1%	36	?
O=c1cc(-c2ccc(O)cc2)oc2cc(OC3OC(CO)C(O)C(O)C3O)c(C3OC(CO)C(O)C(O)C3O)c(O)c12 (centres undefined)	10%[60.1 µM]	7%	4%	.	.	.	.	.	-8%[57.4 µM]
Clc1ccsc1-c1csc(-c2cccnc2)n1	-13%	2%	?	-7%	31%	-7%	27%	-8	7%
CCN(CC)CCOc1nnc(-c2ccc(OC)cc2)c2ccccc12	-13%	34%	1%	1%	25%	-3%	0%	-4	0%
Cc1ccc(C)c(N2CCN(C(=O)c3cccn3-c3nnc(N4CCCCC4)s3)CC2)c1	-3%	.	7%	-1%	14%	2%	-17%	2	-14%
CCN(CC)C(=O)c1cc(-c2ccc3c(c2)OCO3)on1	-16%	3%	-4%	0%	-4%[56.9 µM]	4%	78%	2	?
CC(C)N(C(=S)Nc1cc(S(=O)(=O)N2CCOCC2)ccc1Cl)c1ccccc1	-13%	6%	-4%	-13%	-15%	-26%	0%	0	-28%
CCc1nnc(NC(=O)c2ccc3c(c2)C(=O)N(CC(C)C)C3=O)s1	.	1%	-7%	.	.	.	-1%	.	0%
Cc1ccc(OCC(=O)NC(=S)Nc2cccc(NC(=O)c3ccccc3)c2)cc1	11%	6%	-17%	3%	3%	0%	0%	-6	-1%
COC(=O)c1cnn(-c2nc(-c3ccccc3)cs2)c1N	-8%	6%	-6%	-1%	2%	3%	10%	-6	9%
O=C(Nc1cccc(NC(=O)c2ccccc2[N+](=O)[O-])n1)c1ccccc1[N+](=O)[O-]	-11%	11%	-14%	?	-61%[11.4 µM]	5%	43%	4	127%[activator]
CCn1c(SCC(=O)Nc2ccccc2)nnc1C1CCCCC1	-4%	-6%	12%	-3%	9%	-9%	5%	-6	i
O=C1C(C=NCc2ccco2)=C(O)c2ccccc21	-17%	-3%	-12%	9%	11%	-2%	15%	-3	-21%
COc1cccc(CNc2ncn[nH]2)c1OCc1ccc(F)cc1	-16%	-4%	-6%	-5%	-2%	2%	-2%	-4	14%
Cc1nnc(SC(C)C(=O)NCC2CCCO2)s1 (centres undefined)	-2%	44%	.	-16%	-17%	.	.	1	-14%
CCn1c(-c2sc(-c3ccccc3)nc2C)n[nH]c1=S	-5%	14%	-7%	-2%	?	-1%	25%	-8	45µM*
O=C(CNC(=O)c1ccccc1F)OCC(=O)c1ccc(Cl)s1	-10%	34%	?	-7%	-13%	-4%	-30%	-11	?
CS(=O)(=O)c1cccc(C(=O)OCCCC(=O)c2ccccc2)c1	0%	7%	.	-14%	-11%	0%	.	-2	182%[activator]
CC(=O)c1ccc(N2CCN(C(=O)c3nn(C)c4c3CS(=O)(=O)c3ccccc3-4)CC2)cc1	8%	22%	-11%	-20%	-7%[11.4 µM]	4%	8%	0	81%[activator]
CN1CCc2nc3sc(C(=O)NCc4ccccc4)c(N)c3cc2C1	-6%[60.1 µM]	-12%	-9%	-14%	-7%	-2%	-14%	2	-18%
CC1=CC(C)C(COC(=O)CN2CCCCC2)C(C)C1 (centres undefined)	-1%	14%	0%	-21%	-7%	-2%	51%	2	103%[activator]
COCCNC(=O)C(=O)Nc1cccc(Br)c1	-11%	3%	-8%	-9%	9%	.	-12%	-10	1%
COc1cccc(-c2nc(SCC(=O)NCC3CCCO3)c(-c3ccc(F)cc3)[nH]2)c1 (centres undefined)	6%	.	-19%	-24%	-24%	-1%	1%	-3	4%
O=C(CSc1nnnn1C1CCCCC1)N1CCc2ccccc21	-5%	-1%	-13%	-3%	-14%	.	-13%	3	18%
COC(=O)c1sccc1NC(=O)c1ccccc1F	0%	-6%	0%	-14%	-11%	-5%	3%	-5	19%
CCc1ccccc1NC(=O)C1CCCN(C(=O)c2cnn(-c3ccccc3)c2-n2cccc2)C1 (centres undefined)	-5%	.	-13%	-18%	-22%	-1%	3%	-11	-25%
COc1nc(NC(C)(C)C)nc(Oc2ccc(=O)n(C)n2)n1	11%	0%	-7%	-15%	21%	-18%	13%	-8	-3%
COc1ccc(C(=O)Nc2cc(C)nn2-c2cccc(F)c2)cc1	6%	23%	-1%	-11%	5%	11%	10%	-7	17%
COC(=O)c1csc(S(=O)(=O)N2CCOCC2)c1OC	2%	0%	-3%	-29%	-3%	13%	-12%	-4	-9%
CCn1c(=O)sc2cc(NC(=O)c3cccc(OC)c3)ccc21	7%	.	3%	-24%	2%	-6%	-25%	-7	-16%
O=S(=O)(NCCSc1ccc(Cl)cc1)c1ccc2c(c1)OCCO2	7%	-8%	3%	-21%	-31%	-3%	-1%	3	0%
COC(=O)c1ccc(N2C(=O)Cc3cc(OC)c(OC)cc3C2c2ccc(F)cc2)cc1 (centres undefined)	-1%	.	-3%	-8%	9%	5%	2%	-3	-9%
O=C(Nc1ccc(Cl)cc1C(=O)O)c1ccc2c(c1)C(=O)N(Cc1ccco1)C2=O	?	1%	-14%	79µM*	-18%	-2%	?	-9	?
O=S(=O)(c1ccc2c(c1)N(Cc1ccc(Cl)cc1)C1CCCN21)N1CCOCC1 (centres undefined)	-12%	-4%	-20%	-16%	22%	2%	0%	-2	2%

Shown with values under each structure: entries from further up.
Results follow in this order: POLK inh, APE1 inh, Apoferritin bind, POLH inh, RGS4 inhibitor, ERG Ets-DNA blk, Pol beta inh, LDHA block, 12-LOX inh
O=C(CSc1nnnn1C1CCCCC1)N1CCc2ccccc21
 : -5%, -1%, -13%, -3%, -14%, ., -13%, 3, 18%
COC(=O)c1sccc1NC(=O)c1ccccc1F
 : 0%, -6%, 0%, -14%, -11%, -5%, 3%, -5, 19%
CCc1ccccc1NC(=O)C1CCCN(C(=O)c2cnn(-c3ccccc3)c2-n2cccc2)C1 (centres undefined)
 : -5%, ., -13%, -18%, -22%, -1%, 3%, -11, -25%
COc1nc(NC(C)(C)C)nc(Oc2ccc(=O)n(C)n2)n1
 : 11%, 0%, -7%, -15%, 21%, -18%, 13%, -8, -3%
COc1ccc(C(=O)Nc2cc(C)nn2-c2cccc(F)c2)cc1
 : 6%, 23%, -1%, -11%, 5%, 11%, 10%, -7, 17%
COC(=O)c1csc(S(=O)(=O)N2CCOCC2)c1OC
 : 2%, 0%, -3%, -29%, -3%, 13%, -12%, -4, -9%
CCn1c(=O)sc2cc(NC(=O)c3cccc(OC)c3)ccc21
 : 7%, ., 3%, -24%, 2%, -6%, -25%, -7, -16%
O=S(=O)(NCCSc1ccc(Cl)cc1)c1ccc2c(c1)OCCO2
 : 7%, -8%, 3%, -21%, -31%, -3%, -1%, 3, 0%

High-throughput results: PubChem BioAssay, National Center for Advancing Translational Sciences (NCATS)

A portion of the library; rates above refer to the full screens.
